KOR beta-arrestin-1: KOR agonists, beta-arrestin recruitment, primary screen, cell-based, luminescence, uHTS (AID 1777) | KOR beta-arrestin recruitment, luminescence; higher % means a stronger effect | 280,000 tested, 0.02% active | Kappa-type opioid receptor (Homo sapiens) | one-dose activation, % at 10 µM; EC50 in µM for titrated hits; in the data active = activation above about 50%, passing the limit was not always enough; also: a part of the inactive calls stands beside numbers as strong as those of hits
HEK293 NOD2/NF-kB: NOD2 signaling inhibitors, cell-based, luminescence, uHTS, HEK293 (AID 1566); one-dose inhibition, % at 4 µM; EC50 in µM for titrated hits; 290,000 tested, 0.63% active; HEK293 NOD2/NF-kB luciferase reporter, luminescence; higher % means a stronger effect; also: many of its hits are not listed in these tables
NTR1 agonist: agonists of NTR1, primary screen, imaging, U2OS cells, beta-arrestin-GFP, high content (AID 493036) | activation, % at 20 µM | 330,000 tested, 0.17% active | Neurotensin receptor type 1 (Homo sapiens), P30989 | NTR1-U2OS beta-arrestin-GFP spot imaging, agonist mode;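 active = activation at or above 40% of the spot to cytoplasm intensity ratio, with at least 20 cells analyzed; inconclusive = wells under 20 cells, flagged as cytotoxic or low count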;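 also: 0% = DMSO without peptide and 100% = 100 nM NTR1 peptide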
Target sequence (P30989 whole entry, looked up): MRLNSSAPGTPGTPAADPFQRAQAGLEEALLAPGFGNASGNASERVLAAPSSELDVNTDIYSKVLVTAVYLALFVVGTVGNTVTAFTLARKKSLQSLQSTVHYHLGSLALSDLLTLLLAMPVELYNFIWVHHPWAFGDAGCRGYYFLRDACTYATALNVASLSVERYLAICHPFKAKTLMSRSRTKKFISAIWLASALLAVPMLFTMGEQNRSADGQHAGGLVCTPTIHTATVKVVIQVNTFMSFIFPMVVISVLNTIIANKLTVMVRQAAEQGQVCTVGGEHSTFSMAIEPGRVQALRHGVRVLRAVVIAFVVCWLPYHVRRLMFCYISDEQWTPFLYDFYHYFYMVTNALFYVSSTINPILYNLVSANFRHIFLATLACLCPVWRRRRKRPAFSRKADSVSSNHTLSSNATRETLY
Myeloid diff 2: induction of myeloid progenitor differentiation, primary screen, cell-based, flow cytometry, MLPCN library; 360,000 tested, 1% active; calls only at 10 µM; ER-HoxA9 myeloid progenitors, lysozyme-GFP differentiation;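 active = normalized GFP-positive differentiation at or above the plate's own cutoff, the solvent-only control mean plus 3 SD; inconclusive = no clear call, values can overlap the other calls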;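 also: cells exposed to compound for four days before flow analysis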
KOR beta-arrestin-2: KOR antagonists, beta-arrestin recruitment, cell-based, luminescence, uHTS (AID 1778) | Kappa-type opioid receptor (Homo sapiens) | inhibition, % at 10 µM; hits with a dose series show IC50 in µM | KOR beta-arrestin recruitment, luminescence, antagonist mode; higher % means a stronger effect | 290,000 tested, 0.091% active; also: strong numbers were not always called active
NOD1 NF-kB reporter: NOD1 signaling inhibitors, primary screen, cell-based, luminescence, uHTS (AID 1578). NOD1-driven NF-kB luciferase reporter cells, luminescence; higher % means a stronger effect. 290,000 tested, 1% active. inhibition, % at 4 µM; hits with a dose series show EC50 in µM; in the data active = inhibition mostly above about 36%, no sharp cut-off; inactive = mostly below about 34%;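 also: HEK-293T reporter cells stimulated with the NOD1 agonist gamma-tri-DAP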
GPR55 beta-arrestin: GPR55 agonists via beta-arrestin recruitment, primary screen, imaging, U2OS cells, beta-arrestin-GFP redistribution (AID 1961). G-protein coupled receptor 55 (Homo sapiens). U2OS GPR55 beta-arrestin-GFP redistribution imaging; higher % means a stronger effect. one-dose activation, % at 10 µM; EC50 in µM for titrated hits. 290,000 tested, 0.048% active;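 active = activation above 40% with more than 50 cells counted in the well; inconclusive = wells holding fewer than 50 cells, flagged as toxic or sparse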;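 also: U2OS osteosarcoma cells stably expressing GPR55 and beta-arrestin-GFP; plate controls were DMSO negative control for no effect and LPI positive control for full effect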
T cell modulator: modulators of CD8 T cell-vesicle binding, primary screen, mouse 2C CD8+ T cells, flow cytometry; 330,000 tested, 0.068% active; calls only at 7 µM; 2C CD8+ T cell-vesicle binding; active compounds read low;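 active = response, share of CD8 T cells binding vesicles, and their 90th percentile fluorescence all below set limits, cut at about 80% in these data, passing the limit was not always enough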
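Read-out – percent CD8+ FL2 mean versus row control · System – murine 2C transgenic CD8+ T lymphocytes · Times – 1.5 h cell–vesicle binding at 37 °C, then 20 min icy labelling · Control set – naked vesicles low, QL9 vesicles with vehicle high · Detection – cytometric PE anti-B7-1 and Alexa647 anti-CD8 signals after 1% paraformaldehyde fixation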
GPR55 LPI antagonism: GPR55 antagonists blocking LPI-driven arrestin recruitment, primary screen, imaging, U2OS, beta-arrestin-GFP, LPI agonist (AID 2013). U2OS GPR55 beta-arrestin-GFP translocation imaging, LPI antagonism; higher % means a stronger effect. inhibition, % at 10 µM; hits with a dose series show IC50 in µM. 290,000 tested, 0.13% active. G-protein coupled receptor 55 (Homo sapiens);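 active = spots per cell inhibited over 60%, with over 100 cells counted and total cytoplasm intensity under 500,000; inconclusive = wells with under 100 cells, flagged as likely toxic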;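 also: U2OS cells stably carrying GPR55 and arrestin-GFP stimulated by 5 µM LPI near EC80; imaged beta-arrestin-GFP aggregate spots per cell after agonist stimulation; plate controls were LPI-stimulated DMSO wells for no effect and DMSO wells without LPI for full effect; some results filed as inactive read as strong as hits; confirmed hits need IC50 under 10 µM and bright autofluorescent wells are also inconclusive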
T cell modulator vesicle-bound %: further read-out of T cell modulator, marked with its call; double positive events, %; measured here: CD8+ vesicle-bound cell fraction;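 binding gate set so that unloaded-vesicle control wells show 10% double positive cells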
NTR1 agonist cell count 20 µM: recorded beside NTR1 agonist, whose call it bears; cell count; measured here: cell count, cytotoxicity flag
Myeloid diff 2 GFP+ MAC1+ %: second read-out of Myeloid diff 2, no call of its own (marks repeat the call); GFP+ MAC1+ double positive, %; measured here: differentiation confirmed by MAC1 staining
* hit, by the source's call; i = inactive; ? = inconclusive; / = no result given; + = active, no number; [ ] = dose if it differs, or a comment. Rule as the data show it, unless noted: active = inhibition above about 50%; inactive = the rest.

Results follow in this order: GPR55 beta-arrestin	NOD1 NF-kB reporter	T cell modulator	NTR1 agonist cell count 20 µM	KOR beta-arrestin-2	Myeloid diff 2	Myeloid diff 2 GFP+ MAC1+ %	T cell modulator vesicle-bound %	KOR beta-arrestin-1	HEK293 NOD2/NF-kB	NTR1 agonist	GPR55 LPI antagonism
- C/C(Cc1ccccc1)=N\NC(=O)CNC(=O)Cc1ccc(Cl)cc1
  -0.1%	2%	i	44	-13%	i	0.5	40	-0.7%	12%	0.4	5%
- COc1ccccc1CCC(=O)NNC(=O)c1ccc(Br)cc1
  -0.2%	6%	i	55	-36%	i	1.0	31	-2.3%	-4%	2.4	4%
- CCOC(=O)Cn1nnnc1C(C(C)C)N(Cc1cc2c(C)cc(C)cc2[nH]c1=O)C1CCCC1 (configuration not stated)
  1.2%	7%	i	53	-35%	i	1.0	52	10%	6%	12	8%
- COC(=O)c1cc(C(=O)Nc2ccc(S(N)(=O)=O)cc2)cc([N+](=O)[O-])c1
  -0.6%	-33%	i	65	4%	/	/	62	-6.4%	15%	0.8	-8%
- C[C@H](NC(=O)c1ccc(Br)cc1)C(=O)NCc1ccc(S(N)(=O)=O)cc1
  2.3%	24%	i	32	-32%	i	0.1	49	5.8%	-2%	1.5	19%
- COc1ccccc1CNC(=O)CSc1nc(-c2ccccc2)cn1N
  0.0%	2%	i	111	-14%	i	0.9	11	-0.7%	-10%	0.1	6%
- CCn1c(SCC(=O)N2CCCC2)nnc1-c1ccco1
  -0.2%	-22%	i	61	-14%	i	0.3	35	-6.2%	6%	2.3	10%
- NCCCCCc1nnc(SCc2ccccc2Cl)o1
  -0.1%	-19%	i	70	-15%	i	0.4	24	2.4%	20%	2.0	28%
- CN(C)CCNC(=S)Nc1ccc(-c2nc3ccccc3[nH]2)cc1
  0.2%	-48%	i	42	0%	i	0.1	22	1.7%	-32%	0.4	-1%
- COc1ccc(NC(=O)Nc2cccc3cccnc23)cc1
  -0.2%	-77%	i	46	-3%	i	1.5	15	-2.4%	-81%	0.4	-4%
- O=C(CN1C(=O)C2CCCCC2C1=O)OCc1nnc(-c2ccccc2)o1 (configuration not stated)
  -0.2%	-43%	i	50	12%	i	0.2	35	2.5%	-16%	-0.6	12%
- O=C1CCC([N+](=O)[O-])C(c2cc3c(cc2Br)OCO3)N1 (configuration not stated)
  0.3%	-24%	i	58	/	i	1.3	43	-0.7%	4%	0.6	13%
- CC(=O)N[C@@H](C)C(=O)N1CCN(S(=O)(=O)c2ccc(Cl)cc2)CC1
  -0.5%	-26%	i	39	8%	i	0.7	29	-0.9%	12%	0.0	9%
- CCN1C2=C(C(=O)CCC2)C(c2ccc(O)c(Br)c2)C2=C1CCCC2=O
  -0.2%	-6%	i	86	9%	i	0.7	39	-3.1%	14%	-1.0	-5%
- CCOc1ccc(NC(=O)Cn2nc(-c3ccccc3Cl)n(CC)c2=S)cc1
  -0.1%	4%	i	39	-53%	i	0.6	30	0.9%	4%	-0.2	3%
- COc1ccc2c(c1)c(=O)cc(-c1ccccc1)n2C
  -0.3%	-50%	i	53	-18%	i	0.9	4	-1.4%	-20%	-1.2	10%
- Cc1nnc2n1N=C(c1ccc(OC(F)F)cc1)C(C)S2 (configuration not stated)
  -0.1%	-7%	i	38	-6%	i	0.9	19	-2.0%	0%	-1.4	2%
- Cc1oc(-c2cccc3ccccc23)nc1CN1CCC[C@H]1CO
  0.0%	-22%	i	27	-10%[20 µM]	i	0.5	15	-2.7%	14%	-1.4	11%
- O=[N+]([O-])c1cccc(-c2nc(N3CCOCC3)c3ccccc3n2)c1
  -0.1%	-6%	/	/	-93%[20 µM]	/	/	/	7.3%	11%	/	-7%
- O=[N+]([O-])c1ccc(Cl)cc1NCC1CCCO1 (configuration not stated)
  -0.1%	-5%	i	55	12%	i	1.0	6	-2.4%	16%	1.1	-10%
- Cc1c(C(=O)O)sc(=S)n1CCOc1ccccc1
  0.3%	2%	i	35	20%	i	9.3	28	2.9%	14%	-0.4	-10%
- O=C(c1ccc(Oc2ccc(C(F)(F)F)cn2)cc1)N1CCN(c2ccccc2)CC1
  -0.2%	29%	i	58	-30%	i	2.9	31	-2.2%	36%	1.3	-7%
- CCc1ccc(CNC(=O)Cc2ccc(NC(=O)C3=C(C)OCCS3)cc2)cc1
  0.1%	-43%	i	44	-95%	?	/	14	-4.7%	-52%	-1.2	-7%
- CCOC(=O)C1=NNC(C(=O)c2ccc(Cl)cc2)C1c1ccc(OC)cc1 (configuration not stated)
  -0.2%	-16%	i	106	14%	i	0.2	60	-2.5%	18%	0.1	-1%
- CCOc1ccc(NC(=O)CN(c2cc(C)cc(C)c2)S(=O)(=O)c2c(C)noc2C)cc1
  -0.5%	-21%	i	52	6%	i	0.9	35	3.1%	23%	-0.7	-1%
- CC(C)C(=O)Nc1ncc(C(F)(F)F)cc1Cl
  -0.1%	-6%	i	92	3%	i	0.6	53	5.5%	-22%	-0.9	4%
- CCOC(=O)CSc1nc2c(sc(=S)n2CCc2ccccc2)c(=O)n1Cc1ccco1
  0.3%	-43%	i	51	-40%	i	0.6	11	6.6%	-24%	14	28%
- Cc1ccc(C(=O)NC(=S)NNC(=O)COc2ccc([N+](=O)[O-])cc2)cc1
  -0.3%	9%	i	62	16%	i	1.3	32	-4.7%	32%	-0.8	-2%
- COCCN(CCOC)c1nc(N)c2c(N)nc3c(c2c1C#N)CC(=O)N3Cc1ccc(Cl)cc1
  -0.1%	-33%	i	70	26%	i	0.5	40	6.5%	-5%	4.3	2%
- Cc1ccc(-n2nnnc2C(=Cc2ccc(N(C)C)cc2)c2nnnn2-c2ccc(C)cc2)cc1
  -0.3%	-6%	i	43	34%	+	15*	36	2.1%	0%	-0.6	-3%
- O=C(Nc1ccccc1C(=O)N1CCCCC1)c1ccco1
  0.0%	32%	i	53	-27%	?	/	54	3.8%	-7%	0.7	-13%
- CC(=O)Nc1nnc(CCN2CCCCC2)s1
  -0.2%	6%	i	73	6%	i	2.7	52	1.0%	-1%	2.2	0%
- Cc1ccc(CNC(=O)c2ccc3c(=O)[nH]c4c(C(=O)NCC5CCCO5)sc(=S)n4c3c2)cc1 (configuration not stated)
  0.0%	-25%	i	52	-4%	i	0.8	30	-0.7%	18%	4.4	5%
- C#CCOCCOCCOCCNc1nc(N2CCN(C(=O)[C@H]([C@@H](C)CC)n3cc(CCCN=C(N)N)nn3)CC2)nc(N2CCN(C(=O)[C@H](Cc3ccc(O)cc3)n3cc(CCO)nn3)CC2)n1
  0.1%	-15%	i	83	-52%	i	0.6	12	0.1%	-1%	1.2	2%
- CC(C)Oc1ccc(C(CCN)C2CCCCC2)cc1 (configuration not stated)
  -0.2%	-10%	i	107	-6%	i	1.2	41	-2.6%	4%	38	37%
- c1ccc(CNCc2ccco2)cc1
  -0.2%	-22%	i	53	8%	i	0.4	66	-1.1%	3%	-0.2	-5%
- Cc1c(C=N)c(O)n(C)c(=O)c1C#N
  -0.1%	-7%	i	45	-8%	i	0.2	40	-0.9%	7%	-0.3	1%
- COc1ccc(S(=O)(=O)N2CCC(=O)N2)cc1
  -0.1%	-4%	i	70	-15%	i	0.2	17	5.5%	-7%	2.6	-2%
- CCOc1ccc(CN2CCNC(=O)C2CC(=O)N(C)Cc2nonc2C)cc1 (configuration not stated)
  0.2%	-37%	i	55	-10%	i	1.3	13	-0.5%	4%	0.5	6%
- CC(=O)c1ccc(NC(=O)c2ccc(CNc3c(N4CCCC4)c(=O)c3=O)cc2)cc1
  -0.2%	-12%	i	58	7%	i	0.5	31	2.0%	-2%	0.9	3%
- Cc1cccc(C2CC(c3ccc(F)cc3)Nc3nc(N)nn32)c1 (configuration not stated)
  -0.2%	-7%	i	48	-11%	i	1.7	65	-1.4%	1%	-2.9	1%
- CCn1c(CNc2ccc(Cl)cc2)nnc1SCc1ccc(C)cc1
  -0.2%	-42%	i	93	-2%	i	0.2	58	12%	-4%	-0.9	4%
- CCOc1ccc(-n2c(O)c(/C=N/Nc3nc(C)cc(C)n3)c3ccccc3c2=O)cc1
  -0.3%	38%	i	55	14%	i	0.6	54	-8.1%	-146%	5.7	4%
- CC(C)N(C(=O)c1ccc(-c2ccccc2F)cc1)C(C)C
  -0.2%	-3%	i	47	-3%	i	0.0	32	7.2%	2%	0.0	5%
- O=c1c2c3c(sc2[nH]c(=S)n1Cc1ccco1)CCC3
  0.4%	-3%	i	63	-4%	i	0.7	40	1.5%	6%	7.4	4%
- CC(C)[C@H](NC(=O)c1cc2cc(Cl)ccc2n1C)C(=O)N1CCC(C(=O)O)CC1
  -0.1%	-2%	i	89	-14%	i	0.6	32	-1.8%	-4%	-0.8	-3%
- Cn1cc(/C=C(\NC(=O)c2ccccc2)C(=O)N2CCOCC2)c2ccccc21
  -0.1%	-8%	i	56	-11%	i	0.9	18	8.4%	13%	0.3	4%

Fetched by structure from the entries so far:
Results follow in this order: GPR55 beta-arrestin	NOD1 NF-kB reporter	T cell modulator	NTR1 agonist cell count 20 µM	KOR beta-arrestin-2	Myeloid diff 2	Myeloid diff 2 GFP+ MAC1+ %	T cell modulator vesicle-bound %	KOR beta-arrestin-1	HEK293 NOD2/NF-kB	NTR1 agonist	GPR55 LPI antagonism
- CC(C)N(C(=O)c1ccc(-c2ccccc2F)cc1)C(C)C
  -0.2%	-3%	i	47	-3%	i	0.0	32	7.2%	2%	0.0	5%
- Cn1cc(/C=C(\NC(=O)c2ccccc2)C(=O)N2CCOCC2)c2ccccc21
  -0.1%	-8%	i	56	-11%	i	0.9	18	8.4%	13%	0.3	4%
- CCOc1ccc(-n2c(O)c(/C=N/Nc3nc(C)cc(C)n3)c3ccccc3c2=O)cc1
  -0.3%	38%	i	55	14%	i	0.6	54	-8.1%	-146%	5.7	4%

Screening data (PubChem)

Not all compounds are listed. The share of hits here may be higher or lower than overall.
